STK33 kin inh: inhibitors of human STK33 kinase; Q9BYT3; ADP-Glo luminescence, MBP substrate; inhibition, % at 12.5 µM; 27,000 tested, 0.44% active; in the data active = inhibition above about 20%; inconclusive = no clear call, values can overlap the other calls
Target sequence (Q9BYT3 whole entry, looked up): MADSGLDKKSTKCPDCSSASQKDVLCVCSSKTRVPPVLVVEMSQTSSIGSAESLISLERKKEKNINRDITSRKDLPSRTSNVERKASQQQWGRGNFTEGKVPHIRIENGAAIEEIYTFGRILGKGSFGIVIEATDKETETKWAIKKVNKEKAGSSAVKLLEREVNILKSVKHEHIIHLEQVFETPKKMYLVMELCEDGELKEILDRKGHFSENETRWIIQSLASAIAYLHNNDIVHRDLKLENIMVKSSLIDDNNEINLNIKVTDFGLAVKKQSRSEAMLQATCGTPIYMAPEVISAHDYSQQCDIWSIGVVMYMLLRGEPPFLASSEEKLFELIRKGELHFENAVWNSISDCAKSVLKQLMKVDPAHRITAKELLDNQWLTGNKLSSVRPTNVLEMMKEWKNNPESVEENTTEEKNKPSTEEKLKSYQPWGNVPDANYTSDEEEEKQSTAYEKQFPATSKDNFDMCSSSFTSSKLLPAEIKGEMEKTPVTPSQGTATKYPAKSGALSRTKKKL
mut p53 react: restores mutant p53 pathway signaling in SW480 cells; activation, % at 9.98 µM; SW480 PUMA-promoter luciferase, p53 mutant reactivation; 28,000 tested, 1.5% active; AID 624151; in the data active = activation above about 52%; inconclusive = no clear call, values can overlap the other calls
* marks the source's active call; other numbers are inactive results; u = inconclusive; x = no result given. Only part of the results is shown; count on the stated rates, not on these rows.

SMILES	STK33 kin inh	mut p53 react
NS(=O)(=O)c1cc2c(cc1Cl)NC(C(Cl)Cl)NS2(=O)=O (configuration not stated)	3	20
COc1ccc(S(=O)(=O)N(C)C[C@@H]2Oc3ccc(NC(=O)Nc4ccc(F)cc4)cc3C(=O)N([C@@H](C)CO)C[C@H]2C)cc1	-1	x
O=C1CC(c2ccccc2F)C2=C(CC(c3ccc(F)cc3)CC2=O)N1 (configuration not stated)	x	2
C[C@H]1CN([C@@H](C)CO)C(=O)Cc2cc(NC(=O)Cn3cnnn3)ccc2O[C@H]1CN(C)C(=O)Nc1ccc2c(c1)OCO2	1	x
C[C@@H]1CN([C@H](C)CO)C(=O)Cc2cc(NC(=O)NC3CCCCC3)ccc2O[C@H]1CN(C)Cc1ccc(Cl)c(Cl)c1	-1	x
CCc1ccc(OCC(=O)Nc2ccccc2-c2nc3ccccc3s2)cc1	-4	23
COc1ccc(NC(=O)CSc2ncccn2)cc1Cl	3	10
CN(C)Cc1c(O)ccc2occ(C(O)c3ccccc3)c12 (configuration not stated)	2	4
COc1ccc(S(=O)(=O)N(C)CC(=O)Nc2ccc(Br)cc2F)cc1Cl	-2	12
CN(C)CC(=O)Nc1ccc2c(c1)[C@H]1C[C@H](CC(=O)NCc3cccnc3)O[C@H](CO)[C@H]1O2	x	1
C[C@H](CO)N1C[C@H](C)[C@H](CN(C)C(=O)Nc2ccccc2)Oc2ccc(N(C)C)cc2CC1=O	0	-1
C[C@H]1CN([C@@H](C)CO)C(=O)c2cc(NC(=O)Nc3ccc(F)cc3)ccc2O[C@@H]1CN(C)CC1CC1	2	21

Entries of single compounds as entered above.
Results for COc1ccc(S(=O)(=O)N(C)CC(=O)Nc2ccc(Br)cc2F)cc1Cl : STK33 kin inh: -2; mut p53 react: 12
Results for COc1ccc(NC(=O)CSc2ncccn2)cc1Cl : STK33 kin inh: 3; mut p53 react: 10
Results for O=C1CC(c2ccccc2F)C2=C(CC(c3ccc(F)cc3)CC2=O)N1 (configuration not stated) : STK33 kin inh: x; mut p53 react: 2

Other compounds
SMILES	STK33 kin inh	mut p53 react
COCCOC(=O)N1C(=O)[C@@]2(c3cc(C#CC4=CCCCC4)ccc31)[C@H](C(N)=O)[C@H]1C(=O)O[C@H](c3ccccc3)[C@H](c3ccccc3)N1[C@@H]2c1ccccc1OCCO	14	x
CC(C)NC(=O)Nc1ccc2c(c1)C(=O)N([C@H](C)CO)C[C@@H](C)[C@@H](CN(C)Cc1ccccc1)OCCCC[C@H](C)O2	x	4
CC(C)NC(=O)N(C)C[C@H]1Oc2ccc(NC(=O)CCN3CCOCC3)cc2C(=O)N([C@@H](C)CO)C[C@@H]1C	-2	0
C[C@H](CO)N1C[C@H](C)[C@@H](CN(C)C(=O)c2ccccc2F)Oc2cc(C#CCN(C)C)ccc2S1(=O)=O	x	-7
Cc1cc2nc(Sc3c([N+](=O)[O-])nc(C)n3Cc3ccccc3)[nH]c2cc1C	0	77*
COC(=O)c1cc(OC)c(OC)cc1NC(=O)c1cc(-c2ccc(C)o2)nc2ccccc12	0	22
C[C@@H]1O[C@@H](O[C@@H]2[C@@H](O)[C@H](O[C@@H]3[C@@H](O)[C@@H](O)[C@H](O[C@H]4[C@H](OC(=O)[C@]56CCC(C)(C)C[C@H]5C5=CCC7[C@@]8(C)C[C@H](O)[C@H](O[C@@H]9O[C@H](C(=O)O)[C@@H](O)[C@H](O)[C@H]9O)[C@@](C)(CO)C8[C@H](O)C[C@@]7(C)[C@]5(C)C[C@H]6O)O[C@@H](CO)[C@@H]4O)O[C@H]3C)OC[C@H]2O)[C@H](O)[C@H](O)[C@H]1O (some centres not stated)	14	-10
Clc1ccccc1-c1nnc(SCc2nc3ccccc3[nH]2)n1-c1ccccc1	1	-19
CCOC(=O)c1ncc2[nH]c3cccc(OC(C)C)c3c2c1C	x	-49
CC(C)NC(=O)N(C)C[C@@H]1OCCCC[C@H](C)Oc2ccc(NC(=O)c3ccccc3)cc2C(=O)N([C@H](C)CO)C[C@@H]1C	x	-8
O=C(C[C@H]1C[C@H]2c3cc(NC(=O)C4CCOCC4)ccc3O[C@H]2[C@H](CO)O1)NCc1ccccn1	x	1
C[C@H](CO)N1C[C@H](C)[C@H](CN(C)Cc2ccncc2)Oc2ccc(NC(=O)CCN3CCOCC3)cc2C1=O	0	x
CNC[C@H]1Oc2c(N)cccc2C(=O)N([C@H](C)CO)C[C@H]1C	0	4
C[C@@H]1CN([C@@H](C)CO)C(=O)c2cc(-c3ccc(F)cc3)cnc2O[C@@H]1CN(C)C(=O)Cc1ccccc1	x	-3
C[C@@H]1CN([C@H](C)CO)C(=O)Cc2cc(NC(=O)c3ccncc3)ccc2O[C@@H]1CN(C)Cc1ccc(C(F)(F)F)cc1	3	x
CNC[C@H]1OCCCC[C@@H](C)Oc2ccc(NS(=O)(=O)c3ccccc3)cc2C(=O)N([C@@H](C)CO)C[C@@H]1C	x	2
COc1ccc(S(=O)(=O)N(C)C[C@@H]2Oc3ccc(NS(=O)(=O)c4cn(C)cn4)cc3CC(=O)N([C@H](C)CO)C[C@H]2C)cc1	x	-4
COc1cccc(OC)c1C(=O)N[C@@H]1C(=O)N2[C@@H]1SC(C)(C)[C@@H]2C(=O)O	2	x
CC(=O)c1ccc(NC(=O)CSc2nc(C)c(C)c(=O)[nH]2)cc1	-1	-3
COC(=O)c1ccc(C(=O)OC)c(NC(=O)CSc2ccccn2)c1	-1	14
C[C@@H]1CN([C@H](C)CO)C(=O)c2cccc(NS(=O)(=O)c3cccs3)c2O[C@@H]1CN(C)C(=O)Nc1ccc(C(F)(F)F)cc1	x	-5
Cc1cc(C(=O)Nc2cccc3c2O[C@@H](CN(C)C(=O)Nc2ccc(F)cc2)[C@H](C)CN([C@@H](C)CO)C3=O)n(C)n1	x	8
COc1ccc(-n2c(SCC(=O)Nc3ccccc3OC)nc(O)cc2=O)cc1	-2	-9
CCC(=O)c1cn(CC(=O)O)c2ccccc12	-5	-16
CN1CCN(C(=O)C[C@@H]2C[C@@H]3c4cc(NS(=O)(=O)c5ccc(F)cc5)ccc4O[C@@H]3[C@@H](CO)O2)CC1	x	15
C[C@H]1CN([C@@H](C)CO)C(=O)c2cc(NS(=O)(=O)c3ccccc3)ccc2O[C@H]1CN(C)C(=O)Nc1ccc(C(F)(F)F)cc1	-1	15
COC(=O)c1cc(C(=O)NCc2ccco2)cc([N+](=O)[O-])c1	5	6
CCOC(=O)c1c(C)cc(O)cc1O	3	x
COc1ccc(Cl)cc1NC(=O)CCN1C(=O)C2C3C=CC(C4CC34)C2C1=O (configuration not stated)	-6	-17
COc1ccccc1NC(=O)N(C)C[C@H]1OCc2cn(nn2)CCCC(=O)N([C@@H](C)CO)C[C@H]1C	-6	x
C[C@@H]1CN([C@@H](C)CO)C(=O)Cc2cc(N(C)C)ccc2O[C@H]1CN(C)Cc1ccc(C(F)(F)F)cc1	x	-4
C[C@@H]1CCCCO[C@H](CN(C)Cc2ccc3c(c2)OCO3)[C@@H](C)CN([C@H](C)CO)C(=O)c2cc(NS(=O)(=O)c3ccccc3)ccc2O1	0	-15
C[C@H]1CN([C@@H](C)CO)S(=O)(=O)c2ccc(-c3ccc(F)cc3)cc2O[C@H]1CN(C)C(=O)c1ccccc1F	x	-13
Cc1coc(C)c1C(=O)CC1(O)C(=O)N(Cc2cccc3ccccc23)c2ccccc21 (configuration not stated)	0	-15
NC(=O)CN1C(=O)C(O)(CC(=O)c2ccc(Cl)cc2Cl)c2ccccc21 (configuration not stated)	-4	-12
C[C@@H]1CN([C@@H](C)CO)C(=O)c2cc(NC(=O)Nc3ccc(F)cc3)ccc2O[C@@H]1CN(C)Cc1ccc2c(c1)OCO2	x	-16
C[C@@H]1CN([C@H](C)CO)C(=O)CCCn2cc(nn2)CO[C@H]1CN(C)Cc1ccc(-c2ccccc2)cc1	1	12
C[C@@H]1CN([C@@H](C)CO)C(=O)c2cc(NS(=O)(=O)c3ccccc3)ccc2O[C@@H]1CN(C)S(=O)(=O)c1ccc(Cl)cc1	1	x
COc1ccc(-c2ccc3c(c2)O[C@H](CN(C)C)[C@H](C)CN([C@@H](C)CO)S3(=O)=O)cc1	x	-4
O=C(Nc1sc2c(c1C(=O)NCc1cccnc1)CCCCC2)c1ccccc1	-1	u
Cc1noc(C)c1NC(=O)Nc1ccc2c(c1)CC(=O)N([C@@H](C)CO)C[C@H](C)[C@H](CN(C)Cc1ccc(C(F)(F)F)cc1)O2	2	x
CC(C)C[C@@H](/C=C/S(C)(=O)=O)NC(=O)[C@H](CC(C)C)NC(=O)[C@H](CC(C)C)NC(=O)OCc1ccccc1	-1	-79
CCOC(=O)c1ccc(NC(=O)CN2c3cccc4cccc(c34)S2(=O)=O)cc1	2	-1
C[C@@H]1CN([C@H](C)CO)C(=O)CCCn2cc(nn2)CO[C@@H]1CN(C)Cc1ccc(C(=O)O)cc1	-1	x
Cc1ccc(S(=O)(=O)N(C)C[C@H]2OCCCC[C@@H](C)Oc3ccc(NS(=O)(=O)c4ccc(F)cc4)cc3C(=O)N([C@H](C)CO)C[C@H]2C)cc1	x	-17
C[C@@H]1CN([C@H](C)CO)C(=O)c2cc(NS(=O)(=O)c3ccccc3)ccc2O[C@H]1CN(C)C(=O)Nc1cccc2ccccc12	x	0
CC(C)C#Cc1ccc2c(c1)O[C@@H](CN(C)C(=O)NC(C)C)[C@@H](C)CN([C@H](C)CO)S2(=O)=O	x	16
COc1ccccc1NC(=O)CNC(=O)c1ccc([N+](=O)[O-])cc1	-2	-8

Rewritten with each value named: entries from further up.
C[C@@H]1CN([C@@H](C)CO)C(=O)c2cc(NS(=O)(=O)c3ccccc3)ccc2O[C@@H]1CN(C)S(=O)(=O)c1ccc(Cl)cc1
  STK33 kin inh: 1	mut p53 react: x

COc1ccc(-c2ccc3c(c2)O[C@H](CN(C)C)[C@H](C)CN([C@@H](C)CO)S3(=O)=O)cc1
  STK33 kin inh: x	mut p53 react: -4

O=C(Nc1sc2c(c1C(=O)NCc1cccnc1)CCCCC2)c1ccccc1
  STK33 kin inh: -1	mut p53 react: u

New compounds follow
SMILES	STK33 kin inh	mut p53 react
C[C@@H]1CN([C@@H](C)CO)C(=O)c2cc(NS(=O)(=O)c3cccs3)ccc2O[C@@H](C)CCCCO[C@H]1CN(C)C(=O)CCC(F)(F)F	x	14
CNC[C@@H]1Oc2c(NS(=O)(=O)c3ccc(Cl)cc3)cccc2C(=O)N([C@H](C)CO)C[C@@H]1C	x	-1
COCC(=O)N(C)C[C@H]1Oc2cc(C3=CCCC3)ccc2S(=O)(=O)N([C@@H](C)CO)C[C@H]1C	x	10
C[C@@H]1CN([C@@H](C)CO)S(=O)(=O)c2ccc(-c3ccc(C#N)cc3)cc2O[C@H]1CN(C)C(=O)CN(C)C	x	-1
Cc1noc(C)c1NC(=O)Nc1ccc2c(c1)C(=O)N([C@H](C)CO)C[C@H](C)[C@@H](CN(C)Cc1ccc(C(F)(F)F)cc1)OCCCC[C@@H](C)O2	0	x
C[C@@H]1CN([C@H](C)CO)C(=O)c2cc(-c3ccc(F)cc3)cnc2O[C@H]1CN(C)Cc1cncnc1	x	8
C[C@@H]1CCCCO[C@H](CN(C)Cc2ccccc2)[C@H](C)CN([C@H](C)CO)C(=O)c2cc(N(C)C)ccc2O1	x	7
Cn1c(Cc2cccs2)nnc1SCC(=O)N1CCc2ccccc21	0	3
C[C@@H]1CN([C@@H](C)CO)C(=O)c2cc(NC(=O)C3CC3)ccc2O[C@H]1CN(C)S(=O)(=O)c1cccs1	x	3
COc1cccc(NC(=O)CNS(=O)(=O)c2cc(Cl)ccc2Cl)c1	3	-13
CC(C)NC(=O)Nc1ccc2c(c1)C(=O)N([C@@H](C)CO)C[C@@H](C)[C@H](CN(C)S(=O)(=O)c1ccccc1)OCCCC[C@H](C)O2	x	-5
CCCN1C(=O)C(NS(=O)(=O)c2ccc(N)cc2)(C(F)(F)F)C(C(=O)OC)=C1C (configuration not stated)	-1	-12
C[C@@H]1CN([C@@H](C)CO)C(=O)Cc2cc(NC(=O)Nc3cccc4ccccc34)ccc2O[C@@H]1CN(C)CC1CCCCC1	2	x
COc1ccc(NC(=O)Nc2ccc3c(c2)C(=O)N([C@@H](C)CO)C[C@@H](C)[C@H](CN(C)Cc2ccc(Cl)c(Cl)c2)O3)cc1	x	7
C[C@H]1CN([C@@H](C)CO)C(=O)c2cc(C#CC3CCCCC3)cnc2O[C@H]1CN(C)S(=O)(=O)c1ccc(F)cc1	x	10
C[C@@H]1CN([C@@H](C)CO)C(=O)CCCn2nncc2CO[C@H]1CN(C)S(=O)(=O)c1cccs1	14	0
C[C@@H]1CN([C@@H](C)CO)S(=O)(=O)c2ccc(C#Cc3ccccc3)cc2O[C@H]1CN(C)C(=O)C1CC1	x	-16
COc1ccc(S(=O)(=O)N(C)C[C@@H]2Oc3ccc(NC(=O)Nc4ccc(F)cc4)cc3CC(=O)N([C@H](C)CO)C[C@H]2C)cc1	0	x
COc1cc(C2NC(=O)NC(c3ccccc3)=C2C(C)=O)ccc1OCC(=O)O (configuration not stated)	-6	0
